# ROS inducer – ROS inducers in U2OS cancer cells, primary screen, cell-based, H2DCF-DA fluorescence. U2OS ROS induction. ROS induction (% of piperlongumine), % at 10 µM. 2% of 46,000 active. AID 624156, 2012; in the data active = ROS induction above about 79%, passing the limit was not always enough; inconclusive = no clear call, values can overlap the other calls;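 also: 0% = DMSO vehicle median and 100% = reference compound median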
# * marks the source's active call; other numbers are inactive results; ? = inconclusive. The list is partial. The share of hits here may be higher or lower than overall.
SMILES,ROS inducer
C[C@H]1CN([C@@H](C)CO)C(=O)c2cccc(NS(=O)(=O)c3cccs3)c2O[C@H]1CN(C)Cc1ccc(C(=O)O)cc1,0
C[C@H]1CN([C@@H](C)CO)C(=O)c2cccc(NC(=O)Nc3ccc(F)cc3)c2O[C@H]1CN(C)C(=O)Nc1ccccc1,8
O=C(CCN1C(=O)C2C3C=CC(C4CC34)C2C1=O)Oc1cccc2cccnc12 (configuration not stated),-5
CC1(C)CC(=O)c2cc(C(=O)NCCC3=CCCCC3)c(=O)n(-c3ccccc3)c2C1,52
COc1ccc(NC(=O)Nc2ccc3c(c2)C(=O)N([C@H](C)CO)C[C@@H](C)[C@H](CN(C)C(=O)Nc2ccc4c(c2)OCO4)O3)cc1,-19
N#Cc1cccc(C#N)c1Oc1ccc(S(=O)(=O)NCc2ccco2)cc1,31
CC(=O)Nc1ccccc1NC(=O)CN1C(=O)c2ccccc2C1=O,-16
CC1(C)CC[C@]2(C(=O)O[C@@H]3O[C@H](CO)[C@@H](O)[C@H](O)[C@H]3O)CC[C@]3(C)C(=CCC4[C@@]5(C)C[C@@H](O)[C@H](O)[C@@](C)(COC(=O)c6cc(O)c(O)c(O)c6)C5[C@H](O)C[C@]43C)[C@@H]2C1 (some centres not stated),-3
C[C@@H]1CN([C@@H](C)CO)C(=O)c2cc(NS(C)(=O)=O)ccc2O[C@@H]1CN(C)Cc1ccc2c(c1)OCO2,-14
N#Cc1ccc(CSc2ccc(Cl)cc2)cc1,-6
Cc1ccc(S(=O)(=O)N(C)C[C@@H]2OCCCC[C@@H](C)Oc3ccc(NC(=O)Nc4ccc5c(c4)OCO5)cc3C(=O)N([C@H](C)CO)C[C@@H]2C)cc1,34
O=C(COc1ccc([N+](=O)[O-])cc1)Nc1ccc(Cl)c(-c2nc3ccccc3s2)c1,-6
CCOC(=O)c1ccc(-n2c(C)cc(C=C3C(=O)NC(=S)NC3=O)c2C)cc1,10
CCCN(C)C[C@@H]1OCCCC[C@@H](C)Oc2ccc(NC(=O)Nc3ccc(OC)cc3)cc2C(=O)N([C@H](C)CO)C[C@@H]1C,25
COc1ccccc1NC(=O)c1ccccc1NC(=O)COc1ccccc1C,-5
C[C@@H]1CN([C@H](C)CO)C(=O)c2cc(NC(=O)Nc3ccccc3)ccc2O[C@H]1CN(C)S(=O)(=O)c1ccc(Cl)cc1,-6
C[C@H]1CN([C@@H](C)CO)C(=O)Cc2cc(NC(=O)Cn3cnnn3)ccc2O[C@H]1CN(C)C(=O)Nc1ccccc1,-6
C[C@@H]1CN([C@H](C)CO)C(=O)c2cccc(N(C)C)c2O[C@@H]1CN(C)C,-9
CC(C)OC(=O)C(C)Sc1ncnc2scc(-c3ccc(Br)cc3)c12 (configuration not stated),-2
COc1cc(OC)cc(C(=O)Nc2ccc(OCC(=O)O)cc2)c1,-9
C[C@@H]1CN([C@H](C)CO)C(=O)c2cc(NC(=O)Cn3cnnn3)ccc2O[C@H]1CN(C)C(=O)Nc1ccccc1,53
COc1ccc(NC(=O)Nc2ccc3c(c2)CC(=O)N([C@@H](C)CO)C[C@H](C)[C@@H](CN(C)C(=O)Nc2ccc4c(c2)OCO4)O3)cc1,-3
Cn1c(=NC(=O)c2ccc(F)cc2)sc2ccccc21,22
C[C@@H]1CN([C@@H](C)CO)C(=O)c2cc(NC(=O)Nc3ccc4c(c3)OCO4)ccc2O[C@@H]1CN(C)S(=O)(=O)c1ccccc1,-2
Cc1nnc(Sc2ccc(/C=N/NC(=O)CCCCCCC(=O)Nc3ccccc3O)o2)n1C,7

# Compounds listed so far that have a furan ring, fused or not:
SMILES,ROS inducer
N#Cc1cccc(C#N)c1Oc1ccc(S(=O)(=O)NCc2ccco2)cc1,31
Cc1nnc(Sc2ccc(/C=N/NC(=O)CCCCCCC(=O)Nc3ccccc3O)o2)n1C,7

# Remaining list, next part:
SMILES,ROS inducer
O=C(c1ccc(Cn2c(=O)[nH]c3ccsc3c2=O)cc1)N1CCCCC1,-8
COc1ccc(-c2noc(CCCN3C(=O)c4ccccc4C3=O)n2)cc1OC,5
CCc1ccnc(NC(=O)CC2(CC(=O)O)CCCCC2)c1,3
Cc1nnc(Sc2ccc(/C=N/NC(=O)c3ccccn3)o2)n1C,1
COc1ccccc1NC(=O)CSc1nc(Nc2ccccc2)nc(Nc2ccccc2)n1,20
Cc1nc2ccc(C(F)(F)F)cc2n1CCc1ccccc1,17
O=C(COc1ccc(F)cc1)Nc1cc(Cl)ccc1C(=O)O,-2
Cc1noc(C)c1NC(=O)N(C)C[C@H]1Oc2ccc(NS(=O)(=O)c3ccc(Cl)cc3)cc2C(=O)N([C@@H](C)CO)C[C@H]1C,-4
C[C@H](CO)N1C[C@H](C)[C@H](CN(C)S(=O)(=O)c2ccc(F)cc2)Oc2c(NC(=O)NC3CCCCC3)cccc2C1=O,-1
C[C@H](CO)N1C[C@H](C)[C@H](CN(C)CC2CCCCC2)Oc2ccc(NC(=O)Nc3ccc(C(F)(F)F)cc3)cc2CC1=O,153*
C[C@H]1CN([C@@H](C)CO)C(=O)c2cccc(NC(=O)Nc3ccc(F)cc3)c2O[C@H]1CN(C)Cc1ccc2c(c1)OCO2,2
Nc1nnnn1/N=C1/C(=O)Nc2ccc(Br)cc21,-3
COC(=O)c1ccccc1NC(=O)COc1ccccc1F,4
Cc1noc(C)c1NC(=O)N(C)C[C@@H]1OCCCC[C@@H](C)Oc2ccc(NC(=O)Cc3ccccc3)cc2C(=O)N([C@H](C)CO)C[C@@H]1C,-13
C[C@H]1CN([C@@H](C)CO)C(=O)Cc2cc(NS(=O)(=O)c3cccs3)ccc2O[C@H]1CN(C)S(=O)(=O)c1ccc(F)cc1,3
COC1=CC(=O)OC1C(O)C(O)C(OC(C)=O)c1ccccc1 (configuration not stated),-11
C[C@@H]1CN([C@@H](C)CO)C(=O)c2cc(NC(=O)C3CC3)ccc2O[C@@H]1CN(C)C(=O)Nc1cccc2ccccc12,6
C[C@H]1O[C@@H](O[C@H]2CC[C@@]3(C)C(CC[C@]4(C)C3CC=C3C5CC(C)(C)CC[C@]5(C(=O)O)CC[C@]34C(=O)O)C2(C)C)[C@H](O)[C@@H](O)[C@H]1O (some centres not stated),0
C[C@@H]1CN([C@@H](C)CO)C(=O)Cc2cc(NC(=O)Nc3ccccc3)ccc2O[C@@H]1CN(C)C(=O)Nc1ccc(C(F)(F)F)cc1,14
O=C(CN1C(=O)S/C(=C\C=C\c2ccccc2)C1=O)Nc1cccc(O)c1,?
COc1ccc2nc(SCC(=O)N3CCCc4ccccc43)[nH]c2c1,6
O=C(N/N=C/c1cn(S(=O)(=O)c2ccccc2)c2ccccc12)c1ccccc1O,0
CC1(C)Cc2nc(-c3ccccc3)nc(SCC(=O)Nc3ccc(Br)cc3)c2CO1,113*
CC(=O)N(CN1C(=O)c2ccccc2C1=O)c1ccccc1C,43
O=C1C2CC=CCC2C(=O)N1Cc1ccccc1 (configuration not stated),-4
SMILES,ROS inducer
Clc1ccc(CO/N=C(\Cn2ccnc2)c2ccc(Cl)cc2Cl)c(Cl)c1,35
COc1ccc(S(=O)(=O)N(C)C[C@H]2Oc3ccc(NC(=O)C4CCCCC4)cc3C(=O)N([C@H](C)CO)C[C@H]2C)cc1,4
CN(c1cccc(NC(=O)c2ccc(CN3CCc4ccccc4C3)cc2)c1)S(C)(=O)=O,-3
COc1ccc(NC(=O)Nc2ccc3c(c2)C(=O)N([C@H](C)CO)C[C@@H](C)[C@@H](CN(C)Cc2ccc(Oc4ccccc4)cc2)O3)cc1,14
C[C@H]1CN([C@@H](C)CO)C(=O)c2cc(NC(=O)Nc3ccccc3)ccc2O[C@H]1CN(C)C,-3
CC(C)(C)c1ccc(OCC(N)=NC(=O)c2ccc(OC(F)(F)F)cc2)cc1,20
Cc1nc(C(F)(F)F)ccc1C(=O)NCC(O)c1ccccc1 (configuration not stated),-12
COc1ccc(S(=O)(=O)N(C)C[C@@H]2Oc3c(NS(=O)(=O)c4cn(C)cn4)cccc3C(=O)N([C@H](C)CO)C[C@H]2C)cc1,4
CCSc1nc(-c2ccccc2)nc2c1CCCC2,-6
C[C@@H]1CCCCO[C@@H](CN(C)C(=O)C2CCCCC2)[C@@H](C)CN([C@H](C)CO)C(=O)c2cc(NS(=O)(=O)c3ccc(F)cc3)ccc2O1,?
COc1cccc(CC(=O)Nn2c(C)nc3ccccc3c2=O)c1,-4
Cc1noc(C)c1NC(=O)N(C)C[C@@H]1Oc2ncc(C#Cc3ccccc3)cc2C(=O)N([C@H](C)CO)C[C@@H]1C,3
Cc1ccc(C(=O)NCCN2CCOCC2)cc1S(=O)(=O)N1CCCCC1,2
Cn1cccc1Cc1nnc(SCC(=O)N2CCCCC2)n1CCc1ccccc1,-8
CC(C)(C)C(=O)N1CCN(c2nc3ccc(Cl)cc3s2)CC1,2
C[C@@H]1CN([C@H](C)CO)C(=O)c2cc(NC(=O)Nc3ccc4c(c3)OCO4)ccc2O[C@H]1CN(C)Cc1ccc(Oc2ccccc2)cc1,17
Nc1nc(-c2ccncc2)ncc1S(=O)(=O)Cc1ccco1,-3
Cc1noc(C)c1NC(=O)Nc1cccc2c1O[C@H](CN(C)Cc1ccc(C(=O)Nc3ccccc3N)cc1)[C@H](C)CN([C@H](C)CO)C2=O,-7
Cn1c2ccccc2n2nc(CCC(=O)O)c(=O)nc12,26
S=c1[nH]nc(CSCc2cccc3ccccc23)n1C1CCCCC1,21
O=C1c2ccccc2C(=O)N1CCC(=O)N(C1CCCCC1)C1CCCCC1,1
C[C@@H]1CN([C@@H](C)CO)C(=O)c2cc(NC(=O)Nc3ccc4c(c3)OCO4)ccc2O[C@@H]1CN(C)C(=O)Nc1ccc2c(c1)OCO2,8
C[C@@H]1CN([C@H](C)CO)C(=O)Cc2cc(NS(=O)(=O)c3cn(C)cn3)ccc2O[C@H]1CN(C)CC1CC1,-3
COc1ccc(-n2c(-c3cccc(OC)c3)csc2=NCc2cccnc2)cc1,116*
Nc1nnc(SCc2nc3ccccc3n2Cc2ccccc2)s1,-10
SMILES,ROS inducer
Cc1cc(Br)c(NC(=O)CSc2nnc(-c3ccc(Cl)cc3)n2C)cc1C,0
O=C(/C=C/c1ccc(Cl)cc1)Nc1nccs1,20
Cc1cc(C)c(NC(=O)CN(c2ccc(F)cc2)S(C)(=O)=O)c(C)c1,6
C[C@@H]1CN([C@H](C)CO)C(=O)c2cc(NS(=O)(=O)c3ccc(F)cc3)ccc2O[C@@H]1CN(C)C(=O)Nc1ccc(F)cc1,-6
C[C@@H]1CN([C@H](C)CO)C(=O)CCCn2cc(nn2)CO[C@@H]1CN(C)C(=O)Nc1ccc(C(C)(C)C)cc1,1
C[C@@H]1CN([C@@H](C)CO)C(=O)c2cc(NS(=O)(=O)c3ccccc3)ccc2O[C@@H]1CN(C)Cc1ccc(Oc2ccccc2)cc1,27
C[C@@H]1CN([C@H](C)CO)C(=O)c2cccc(NS(=O)(=O)c3ccc(Cl)cc3)c2O[C@@H]1CN(C)C(=O)NC1CCCCC1,9
C[C@@H]1CCCCO[C@@H](CN(C)Cc2ccncc2)[C@@H](C)CN([C@H](C)CO)C(=O)c2cc(NC(=O)NC3CCCCC3)ccc2O1,1
C[C@H](CO)N1C[C@H](C)[C@@H](CN(C)Cc2ccc3c(c2)OCO3)Oc2c(NC(=O)c3cnccn3)cccc2C1=O,23
Cc1noc(C)c1S(=O)(=O)N(C)C[C@@H]1Oc2ccc(NS(C)(=O)=O)cc2C(=O)N([C@@H](C)CO)C[C@@H]1C,-3
C[C@@H]1CN([C@@H](C)CO)C(=O)Cc2cc(NS(=O)(=O)c3ccccc3)ccc2O[C@@H]1CN(C)Cc1ccncc1,-1
CC(=O)Nc1ccc(NC(=O)[C@@H]2CCCC[C@@H]2C(=O)O)cc1,-18
Cc1ccc(NC(=O)c2cc(NC(=O)C3CC=CCC3C(=O)O)ccc2N2CCOCC2)cc1Cl (configuration not stated),-4
COc1ccc(C)cc1NC(=O)CSc1nc(SC)ns1,-10
C[C@@H]1CN([C@@H](C)CO)C(=O)c2cccc(NC(=O)Nc3ccc(F)cc3)c2O[C@@H]1CN(C)Cc1ccc(Cl)c(Cl)c1,23
CC(C)NC(=O)N(C)C[C@H]1Oc2c(NC(=O)c3ccc(-c4nccs4)cc3)cccc2C(=O)N([C@@H](C)CO)C[C@H]1C,2
CC(=O)Nc1ccc(S(=O)(=O)N2CCCC2C(=O)O)cc1 (configuration not stated),-4

# Looked up one by one from above (two):
SMILES,ROS inducer
Cc1ccc(S(=O)(=O)N(C)C[C@@H]2OCCCC[C@@H](C)Oc3ccc(NC(=O)Nc4ccc5c(c4)OCO5)cc3C(=O)N([C@H](C)CO)C[C@@H]2C)cc1,34
COc1ccc(-c2noc(CCCN3C(=O)c4ccccc4C3=O)n2)cc1OC,5

# Some of these compounds in order of number of heavy atoms, highest first.
SMILES,ROS inducer
C[C@@H]1CCCCO[C@@H](CN(C)C(=O)C2CCCCC2)[C@@H](C)CN([C@H](C)CO)C(=O)c2cc(NS(=O)(=O)c3ccc(F)cc3)ccc2O1,?
COc1ccc(NC(=O)Nc2ccc3c(c2)C(=O)N([C@H](C)CO)C[C@@H](C)[C@H](CN(C)C(=O)Nc2ccc4c(c2)OCO4)O3)cc1,-19
Cc1noc(C)c1S(=O)(=O)N(C)C[C@@H]1Oc2ccc(NS(C)(=O)=O)cc2C(=O)N([C@@H](C)CO)C[C@@H]1C,-3
O=C(CN1C(=O)S/C(=C\C=C\c2ccccc2)C1=O)Nc1cccc(O)c1,?
Cc1nc2ccc(C(F)(F)F)cc2n1CCc1ccccc1,17
Cn1c(=NC(=O)c2ccc(F)cc2)sc2ccccc21,22
CCSc1nc(-c2ccccc2)nc2c1CCCC2,-6

# Assay outcomes (PubChem BioAssay)
